TRPC4 act: TRPC4 (mouse) channel activation | B-score at 10 µM | HEK293 TRPC4beta/mu-opioid, Fluo4 calcium fluorescence; hits give high values | 0.49% of 310,000 active;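 active means B-score above 5 SD of library B-scores, and initial fluorescence ratio not above library mean plus 5 SD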;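 further: positive B-score marks a calcium rise read as TRPC4 activation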
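System – HEK293 cells stably co-expressing mouse TRPC4beta and mu-opioid receptor · Signal – Fluo4 calcium-sensitive dye fluorescence, kinetic, 1 Hz baseline · Benchmarks – buffer (low) and maximal DAMGO (high) · Read-out – B score of integrated fluorescence ratio per well · Incubation – dye loading 45 min room temperature, 110 s kinetic read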
KCNK3 inh: human KCNK3 channel inhibition, primary screen; B-score at 10 µM; O14649; CHO-KCNK3 thallium flux, FluxOR fluorescence; hits give low values; 0.84% of 340,000 active;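 active means B-score under library mean minus 4 SD, starting fluorescence ratio at most library mean plus 5 SD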;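 further: more negative B-score means stronger inhibition of thallium flux through KCNK3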
PolyA inh: blocks polyadenylation in yeast reporter cells; AID 1875; 0.02% of 300,000 active; S. cerevisiae SKY197-pL101 polyadenylation reporter, beta-gal luminescence; efflux-impaired pdr1/pdr3 knockout yeast; score 100 = 6 SD above DMSO; calls only at 12 µM;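 active means lowest replicate activity score at least 50, where 100 means six control SD above control mean; inconclusive means lowest score under 50 but half or more replicates reach 50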;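 further: yeast exposed to compound for 9 h at 30 °C; higher score means more reporter readthrough which indicates perturbed polyadenylation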
hERG protect: compounds protecting human hERG from proarrhythmic drug block. Q12809. CHO-hERG, FluxOR thallium flux, dofetilide IC70 present. activation (rescue from dofetilide block), less the hit threshold, % at 10 µM. 0.51% of 310,000 active. AID 1511;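 active means activation above the mean of controls blocked by dofetilide plus 5 SD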;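 further: thallium influx through hERG after potassium depolarization seen as dye fluorescence rise; in these data hits start at about 4.7%; inactives centre near -7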
TRPC4 inh: TRPC4 (mouse) channel inhibition; Q9QUQ5; HEK293 TRPC4beta/mu-opioid, DAMGO-evoked Fluo4 calcium flux; hits give low values; B-score at 10 µM; 0.39% of 300,000 active; AID 2247;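 active means B-score over 3 SD under the library average, no early fluorescence shift, positive overall ratio signal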
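System: stable TRPC4beta/mu-opioid receptor HEK293 cells; Dosing: single-point compound dosing; Measured by: Fluo4 Ca2+ flux fluorescence; Read-out basis: per-well B score of integrated baseline-normalized Fluo4 ratio.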
KCNQ1 pot: potentiates or activates the human KCNQ1 potassium channel | CHO-K1 KCNQ1, thallium flux FluxOR fluorescence; hits give high values | B-score at 10 µM | 0.35% of 310,000 active | AID 2648;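 active means fluorescence ratio B-score, a plate-corrected score, at least three library SD, with initial intensity B-score within 5 SD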
Target sequence (P51787 whole entry, looked up): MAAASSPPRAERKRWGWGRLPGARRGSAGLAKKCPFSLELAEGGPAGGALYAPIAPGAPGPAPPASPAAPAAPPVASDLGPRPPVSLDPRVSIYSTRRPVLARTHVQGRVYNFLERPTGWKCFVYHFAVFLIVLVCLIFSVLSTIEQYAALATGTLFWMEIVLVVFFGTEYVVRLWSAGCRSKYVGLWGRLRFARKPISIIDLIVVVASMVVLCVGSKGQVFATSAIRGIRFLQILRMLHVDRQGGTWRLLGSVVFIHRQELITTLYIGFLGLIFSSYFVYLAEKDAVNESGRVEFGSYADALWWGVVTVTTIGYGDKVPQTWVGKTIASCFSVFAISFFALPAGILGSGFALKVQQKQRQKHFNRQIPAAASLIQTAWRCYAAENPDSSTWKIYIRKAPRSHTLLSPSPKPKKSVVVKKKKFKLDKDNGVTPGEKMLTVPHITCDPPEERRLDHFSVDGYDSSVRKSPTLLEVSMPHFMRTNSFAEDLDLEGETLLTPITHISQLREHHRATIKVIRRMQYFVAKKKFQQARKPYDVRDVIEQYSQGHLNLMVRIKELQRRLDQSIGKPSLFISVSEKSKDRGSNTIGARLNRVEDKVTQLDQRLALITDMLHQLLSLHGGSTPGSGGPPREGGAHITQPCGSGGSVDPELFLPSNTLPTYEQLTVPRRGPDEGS
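System: Stable KCNQ1 CHO-K1 line | Incubation: 90 min dye loading and 20 min compound exposure, both at room temperature | Measure: Ratio B score | Medium: Assay buffer for compound exposure, DMSO matched across wells | Compound dosing: Single-concentration screen | Probe or stimulus: K+/Tl+ depolarizing stimulus | Measured by: Kinetic FluxOR fluorescence, 10 s baseline plus 110 s post-stimulus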
Platelet DG rel: modulates dense granule release in human platelets; human platelet-rich plasma, SFLLRN dense granule ATP release, luminescence; inhibition, %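 (compounds screened at 7.5 µM in platelet-rich plasma)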; 0.22% of 300,000 active;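 active means mean replicate score, as percent of positive control, at or above 50; inconclusive means mean below 50 but at least one replicate at or above 50; inactive means mean and every replicate below 50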
Dyrk1A ADPGlo: blocks rat Dyrk1A kinase activity. Q63470. ADP-Glo luminescence, NFATc1 peptide. inhibition, % at 12.5 µM. 0.43% of 310,000 active. AID 504441; in the data active means inhibition above about 50%;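 further: plate controls were vehicle with enzyme for no effect and no enzyme for full effect; many of its hits are not listed in these tables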
TRPC4 PAM: allosteric potentiators of mouse TRPC4 channel | HEK293 TRPC4beta/mu-opioid, DAMGO EC20, Fluo-4 Ca2+ flux; hits give high values | B-score at 10 µM | 0.42% of 310,000 active;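 active means B-score of calcium response area above 5 SD of library B-scores, with initial fluorescence ratio within 5 SD of library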;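 further: B-score of integrated fluorescence ratio over time as area under calcium response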
KCNK9 block: inhibitors of human KCNK9 two-pore domain potassium channel. Q9NPC2. HEK293 KCNK9, FluxOR thallium flux fluorescence; hits give low values. B-score at 10 µM. 1.2% of 310,000 active. AID 488922;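 active means ratio B-score over 3 SD below the library mean, with starting fluorescence within 5 SD of its mean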;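 further: negative B-score means less thallium flux so channel inhibition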
Target sequence (Q9NPC2 whole entry, looked up, the tested form may be a part): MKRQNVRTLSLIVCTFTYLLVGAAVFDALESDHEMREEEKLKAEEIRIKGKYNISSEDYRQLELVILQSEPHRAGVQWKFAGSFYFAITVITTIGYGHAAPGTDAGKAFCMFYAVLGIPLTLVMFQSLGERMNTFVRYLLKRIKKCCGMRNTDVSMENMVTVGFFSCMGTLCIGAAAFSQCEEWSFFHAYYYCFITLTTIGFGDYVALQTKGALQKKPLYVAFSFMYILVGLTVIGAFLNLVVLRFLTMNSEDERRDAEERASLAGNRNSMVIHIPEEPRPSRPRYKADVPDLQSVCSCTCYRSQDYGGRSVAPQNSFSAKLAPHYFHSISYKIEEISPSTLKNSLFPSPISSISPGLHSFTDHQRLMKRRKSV
KCNQ1 inh: inhibitors of human KCNQ1 potassium channel; B-score at 10 µM; 1.3% of 310,000 active; CHO-K1 KCNQ1, FluxOR thallium flux fluorescence; hits give high values;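 active means compounds whose thallium flux B-score, printed positive for inhibition, exceeds three library SD while starting fluorescence stays within three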;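 further: channel opened by potassium depolarization with thallium stimulus after 20 min compound exposure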
* marks the source's active call; other numbers are inactive results; i = inactive; ? = inconclusive; nt = no result given.

Molecule | TRPC4 act | KCNK3 inh | PolyA inh | hERG protect | TRPC4 inh | KCNQ1 pot | Platelet DG rel | Dyrk1A ADPGlo | TRPC4 PAM | KCNK9 block | KCNQ1 inh
CC1CCC(NC(=O)Cn2c(=O)oc3ccccc32)CC1 (stereo not given) | i | i | i | -8.5 | i | i | 15.7 | -0.7 | i | i | i
O=C(N/N=C/c1ccc(Br)o1)c1cccnc1 | i | i | i | 2.2 | i | i | 4.9 | -1.2 | i | i | i
O=C(Cn1c(=O)oc2cc(S(=O)(=O)N3CCCCCC3)ccc21)NC1CCCCCCC1 | i | i | i | -11.0 | i | i | 14.9 | 5.3 | i | i | i
CC(=O)c1ccc(N2CCN(CC(O)c3ccccc3)CC2)cc1 (stereo not given) | 63* | i | i | -11.8 | i | i | -15.0 | -2.9 | i | i | i
COc1ccc(NC(=O)CCS(=O)(=O)c2ccccc2Cl)cc1S(=O)(=O)Nc1ccc(Cl)cc1 | i | i | i | -7.5 | i | i | 0.6 | -1.7 | i | i | i
O=C(O)C1CCCCC1C(=O)Nc1ccc2c(c1)OCO2 (stereo not given) | i | i | i | -1.9 | i | i | -4.2 | -0.7 | i | i | i
N/C(=N\OC(=O)c1ccc(Cl)cc1)c1ccn[nH]1 | i | i | i | -4.8 | i | i | -5.2 | 7.1 | i | i | i
CCOC(=O)c1sc(Nc2nc(C)cc(C)n2)nc1C | i | i | i | -7.9 | i | i | -1.5 | 5.7 | i | i | i
Cc1cccc(CSc2nnc(C)c(=O)n2N)c1 | i | i | i | -11.5 | i | i | -32.1 | 11.9 | i | i | i
Cc1ccc(NC(=S)NC(NC(=O)c2ccccc2)C(Cl)(Cl)Cl)c(C)c1 (stereo not given) | i | i | i | -10.0 | i | i | -5.6 | 11.5 | i | i | i
Cc1nn(CC(=O)Nc2cccc(C(F)(F)F)c2)c(=O)c2cccn12 | i | i | i | -6.0 | i | i | -2.2 | -1.8 | i | i | i
CCOc1ccc(NC(=O)CN(C)C(=O)c2cc(S(=O)(=O)N(C)C)ccc2N2CCCC2)cc1OCC | i | i | i | -8.5 | i | i | -20.7 | nt | i | i | i
COc1ccc(CNCC(O)(c2ccccc2)c2ccc(F)cc2)cc1 (stereo not given) | i | i | i | -11.5 | i | i | -7.2 | -4.4 | i | i | i
CCCCCN(C(=O)CCC(=O)OCC(=O)c1ccc(F)c(F)c1)c1c(N)n(CCCC)c(=O)[nH]c1=O | i | i | i | -6.4 | i | i | 10.4 | -7.8 | i | i | i
Nc1ccc(N2CCN(CCCCN3C(=O)C4CCCN4C3=O)CC2)cc1 (stereo not given) | i | i | i | -4.2 | i | i | 1.7 | -2.5 | i | i | i
O=C(NCCCN1CCOCC1)c1ccc(Cl)c([N+](=O)[O-])c1 | i | i | i | -11.4 | i | i | 1.7 | nt | i | i | i
O=C(NCC(=O)N1CCOCC1)c1ccc(Br)o1 | i | i | i | -6.6 | i | i | -0.8 | nt | i | i | i
NC(=O)c1nsc(C(=O)N(c2cccc(O)c2)C(C(=O)NC2CCCC2)c2ccc(Cl)cc2)c1N (stereo not given) | i | i | i | -8.4 | i | i | -9.5 | 7.2 | i | i | i
C/C(=N\NC(=O)Cc1cccn1C)c1ccco1 | i | i | i | -5.3 | i | i | 28.3 | nt | i | i | i
CCOC(=O)Cc1csc(NC(=O)/C=C/c2ccco2)n1 | i | i | i | -13.5 | i | i | 11.8 | -9.0 | i | i | i
Cc1c(C(=O)OCC(=O)N2CC(C)CC(C)C2)oc2ccccc12 (stereo not given) | i | i | i | -19.7 | i | i | 0.0 | -10.3 | i | i | i
Cc1ccc(-c2nc(C=Nc3ccccc3)c(O)o2)cc1 | i | i | i | -20.1 | i | i | 6.8 | -0.2 | i | i | i
CCN(CC)C(=O)C1CCN(Cc2ccc(OCc3ccccc3)cc2)CC1 | i | i | i | -6.5 | i | i | -4.3 | 6.4 | i | i | i
Cc1ccc(SC(C)c2nc(-c3ccncc3)no2)cc1 (stereo not given) | i | i | i | -16.6 | i | i | 1.5 | 2.5 | i | i | i
O=C(/C=C/c1ccc(F)cc1)Nc1ccc(S(=O)(=O)N2CCOCC2)cc1 | i | i | i | -6.6 | i | i | -0.8 | -3.4 | i | i | i
CN(C(=O)CC1C(=O)NCCN1Cc1ccccc1F)C1CCOCC1 (stereo not given) | i | i | i | -2.1 | i | i | -19.3 | -3.3 | i | i | i
COCCN1C(=O)N[C@@H](c2cccc(C(F)(F)F)c2)[C@H](C(C)=O)[C@H]1C | i | i | i | 1.8 | i | i | -5.5 | 0.3 | i | i | i
CCN(CC)C(=O)c1ccc(-c2nnc(Nc3cccc(O)c3)c3ccccc23)cc1 | i | i | i | -18.1 | i | i | 2.1 | 5.1 | i | i | i
COC(=O)C1C(O)=C(C=NC2CCCCC2)C(=O)CC1(C)C (stereo not given) | i | i | i | -13.9 | i | i | 7.3 | 0.0 | i | i | i
Cc1ccc(-c2ccc(C)c(N)c2C)c(C)c1N | i | i | i | -0.9 | nt | i | -3.0 | -0.2 | i | i | i

No new results follow: an excerpt of the list.
Molecule | TRPC4 act | KCNK3 inh | PolyA inh | hERG protect | TRPC4 inh | KCNQ1 pot | Platelet DG rel | Dyrk1A ADPGlo | TRPC4 PAM | KCNK9 block | KCNQ1 inh
CCN(CC)C(=O)c1ccc(-c2nnc(Nc3cccc(O)c3)c3ccccc23)cc1 | i | i | i | -18.1 | i | i | 2.1 | 5.1 | i | i | i
COC(=O)C1C(O)=C(C=NC2CCCCC2)C(=O)CC1(C)C (stereo not given) | i | i | i | -13.9 | i | i | 7.3 | 0.0 | i | i | i

The list goes on:
Molecule | TRPC4 act | KCNK3 inh | PolyA inh | hERG protect | TRPC4 inh | KCNQ1 pot | Platelet DG rel | Dyrk1A ADPGlo | TRPC4 PAM | KCNK9 block | KCNQ1 inh
CC1CCCCN1S(=O)(=O)c1ccc2c(c1)CCN2C(=O)C1CCC1 (stereo not given) | i | i | i | -5.5 | i | i | -0.9 | -0.6 | i | i | i
CCOC(=O)C1(C)C=C(Nc2ccc(C)cc2)C(=O)N1c1ccc(C)cc1 (stereo not given) | i | i | i | -5.9 | i | i | 9.2 | 2.9 | i | i | i
CCc1ccc(C(=O)COC(=O)c2ccc(Cl)nc2)cc1 | i | i | i | -0.9 | i | i | 1.6 | 1.8 | i | i | i
Cc1nnc(SCC(=O)Nc2nc(-c3ccc(F)cc3)cs2)[nH]c1=O | i | i | i | -9.0 | i | i | -16.1 | 6.5 | i | i | i
Cc1ccc(C[n+]2cc(-c3ccc(Cl)cc3)n3c2CCC3)cc1 | i | i | i | -18.0 | -7* | i | nt | 3.7 | i | i | i
O=c1cc(-c2ccc(O)cc2)oc2cc(O)cc(O)c12 | i | i | i | -5.0 | i | i | -4.7 | 31.7 | i | i | i
CCOc1ccc(OCC(=O)N2CCOCC2)cc1 | i | i | i | -2.4 | i | i | -2.4 | 5.0 | i | i | i
O=S1(=O)CC2N=C(N(Cc3ccc(F)cc3Cl)c3ccccc3F)SC2C1 (stereo not given) | i | i | i | -6.9 | i | i | 0.9 | -4.5 | i | i | i
CN(C)c1nnnn1-c1ccc(OC(F)(F)F)cc1 | i | i | i | -5.6 | i | i | 2.5 | 5.9 | i | i | i
N#C/C(=C\c1ccncc1)c1ccc(NC(N)=O)cc1 | i | i | i | -7.8 | i | i | -1.4 | 4.1 | i | i | i

Compound profiles, as listed above. Order of screens: TRPC4 act	KCNK3 inh	PolyA inh	hERG protect	TRPC4 inh	KCNQ1 pot	Platelet DG rel	Dyrk1A ADPGlo	TRPC4 PAM	KCNK9 block	KCNQ1 inh
CN(C)c1nnnn1-c1ccc(OC(F)(F)F)cc1 is listed as i	i	i	-5.6	i	i	2.5	5.9	i	i	i
CCOC(=O)C1(C)C=C(Nc2ccc(C)cc2)C(=O)N1c1ccc(C)cc1 (stereo not given) is listed as i	i	i	-5.9	i	i	9.2	2.9	i	i	i
Cc1ccc(C[n+]2cc(-c3ccc(Cl)cc3)n3c2CCC3)cc1 is listed as i	i	i	-18.0	-7*	i	nt	3.7	i	i	i
N#C/C(=C\c1ccncc1)c1ccc(NC(N)=O)cc1 is listed as i	i	i	-7.8	i	i	-1.4	4.1	i	i	i
O=c1cc(-c2ccc(O)cc2)oc2cc(O)cc(O)c12 is listed as i	i	i	-5.0	i	i	-4.7	31.7	i	i	i

Further compounds follow:
Molecule | TRPC4 act | KCNK3 inh | PolyA inh | hERG protect | TRPC4 inh | KCNQ1 pot | Platelet DG rel | Dyrk1A ADPGlo | TRPC4 PAM | KCNK9 block | KCNQ1 inh
CNc1ccc(S(=O)(=O)NCC(=O)NCCCc2ccccc2)cc1[N+](=O)[O-] | i | i | i | -10.3 | i | i | -1.7 | -4.8 | i | i | i
CCC(CC)c1nc(NCCC(=O)O)c2ccccc2n1 | i | i | i | 0.8 | i | i | -4.3 | -3.0 | i | i | i
COc1ccc(Cc2nnc(NC(=O)c3c(-c4ccccc4)noc3C)s2)cc1 | i | i | i | -7.1 | i | i | ? | 3.6 | i | i | i
CCCCC(c1nnnn1Cc1ccco1)N1CCN(C(=O)c2ccco2)CC1 (stereo not given) | i | i | i | -12.6 | i | i | 2.6 | -2.7 | i | i | i
Cc1ccc(/C=N/NC(=O)NC2CCCCC2)o1 | i | i | i | -14.2 | i | i | -1.9 | -2.9 | 72* | i | i
Cc1ccnc(SCCn2c(N3CC(C)CC(C)C3)nc3c2c(=O)n(C)c(=O)n3C)n1 (stereo not given) | i | i | i | -13.6 | i | i | 0.1 | 2.5 | i | i | i
CCS(=O)(=O)c1ccc2oc(Nc3ccc(OC)c(OC)c3)nc2c1 | i | i | i | -5.9 | i | i | 7.7 | 2.9 | i | i | i
COc1ccc(NC(=O)CSc2nnc(C3CC3)n2C)cc1 | i | i | i | -8.1 | i | i | 3.9 | 3.8 | i | i | i
CCOC(=O)c1[nH]c(COC(=O)CCOc2ccccc2OC)c(C(=O)OCC)c1C | i | i | i | -16.5 | i | i | -7.1 | -0.2 | i | i | i
CCOC(=O)C1CCCN(CC(=O)c2c[nH]c3ccc(C)cc23)C1 (stereo not given) | i | nt | i | -2.3 | i | i | -27.2 | nt | i | i | i
CNc1c(NC(=O)COc2ccc(Cl)cc2)c(=O)oc2ccccc12 | i | i | i | -10.4 | i | i | 0.4 | -9.0 | i | i | i

Some of the compounds tested. The share of hits here may be higher or lower than overall.
